FN deposition inh: fibronectin deposition inhibition. inhibition, % at 12.6 µM. 0.086% of 350,000 active. AID 743247. AH1F fibroblasts, Alexa488-fibronectin deposition fluorescence, overnight;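 active means mean inhibition across replicates of 30% or more, regardless of how many single replicates reach that level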;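 further: positive control wells lacked labelled fibronectin entirely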
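Assay system: AH1F fibroblasts assembling fluorescent fibronectin matrix; Amount: 10000 AH1F cells per well; Buffer or medium: DMEM, 2% serum; Probe or stimulus: Alexa488-fibronectin, 24 nM final in well; Doses: single compound dose, delivered by pin transfer; Incubation: 1 h adhesion, overnight exposure; Measured by: fluorescence 485/525 nm; Read-out: fibronectin deposition inhibition.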
CFTR F508del cor: correctors of CFTR F508del function in bronchial epithelial cells | CFBE cells, YFP halide quenching; stimulated with forskolin plus potentiator P3; % fluorescence drop versus neutral controls | activity (quench increase), % at 7.58 µM | 0.36% of 350,000 active;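 active means mean added fluorescence quench of at least 8% versus neutral control, with both replicates also reaching 8%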;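 further: cells transiently co-express mutant CFTR-F508del with the halide-sensitive YFP; corrector assay measuring rescue of mutant channel to the surface after 24 h compound exposure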
PglD DTNB: blocks C. jejuni PglD acetyltransferase activity. purified PglD enzyme, DTNB colorimetric CoA detection. inhibition, % at 12.5 µM. 0.098% of 360,000 active. AID 602405; in the data active means inhibition above about 16%, passing the limit was not always enough; further: strong numbers were not always called active
miR122 inh: inhibitors of miR-122 in Huh7 cells | Huh7 miR-122 Renilla luciferase sensor, 48 h; neutral wells = 0, positive control = 100 | activation (reporter increase), % at 12.5 µM | 0.3% of 340,000 active;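 active means mean replicate activation score at least 90 and every replicate individually at or above 90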;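 further: higher luciferase means less miR-122 activity so hits act as miR-122 inhibitors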
Statin myotox sup: suppressors of simvastatin-induced myotoxicity in C2C12 myotubes. ATP luminescence, 48 h; scaled: DMSO 0, geranylgeraniol control 100. rescue of ATP level, % at 7.49 µM. 0.78% of 330,000 active. AID 602340;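 active means mean ATP rescue above about 67%, or every replicate alone reaching that limit, limit read from the data, passing the limit was not always enough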;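 further: myotubes were challenged with 10 µM simvastatin during compound exposure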
PGC1a acetyl inh: modulators of PGC1a acetylation | U2OS PGC1a acetylation, AlphaScreen anti-acetyl-lysine; with virally co-expressed GCN5 acetyltransferase | inhibition, % at 15.6 µM | 0.17% of 350,000 active | AID 651687;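 active means every replicate shows inhibition of at least 40%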;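 further: 0% = neutral control wells and 100% = positive control wells; some results beyond the cut were filed as inactive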
Cneo AK release: causes C. neoformans cell lysis. adenylate kinase release luminescence, 4 h; normalised: neutral wells 0, clomiphene wells 100. lysis activity, % at 15 µM. 0.2% of 360,000 active. AID 651654;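 active means mean lysis activity across replicates of at least 80%, whatever share of replicates individually reach that level; inactive means mean lysis activity below 80%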
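Test system: log-phase Cryptococcus neoformans yeast cells; Quantity: yeast cell density of 5 × 10^6 cells/mL; Buffer or medium: YPD; Doses: single compound concentration per well; Timing: 4 h at 37 °C static, read 1 h later; Measured by: AK luminescence; Read-out basis: lysis from increased AK signal; Control set: Clomiphene as positive control.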
GSIS activator: primary screen for activators of insulin secretion dependent on glucose, INS-1E cells, GLuc reporter luminescence. activation, % at 16.6 µM. 0.61% of 370,000 active. AID 743287. INS-1E GLuc reporter insulin secretion, 2-3 h;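 active means lowest replicate activation of at least 40%, so every replicate reaches that level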;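 further: 0% = median of neutral control wells and 100% = median of IBMX positive control wells; some compounds called inactive have numbers as strong as hits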
An asterisk follows results filed as active; . = not tested or not shown; [ ] = dose if it differs, or a comment.

SMILES	FN deposition inh	CFTR F508del cor	PglD DTNB	miR122 inh	Statin myotox sup	PGC1a acetyl inh	Cneo AK release	GSIS activator
CC(OC(=O)c1cccc(S(=O)(=O)N2CCN(C)CC2)c1)C(=O)Nc1ccc(C(N)=O)cc1 (stereo unspecified)	4	3.1	-3	-4	-3	-13	1	19
CCc1nnc(NC(=O)C(CC)CC)s1	-3	0.2	10	-1	.	-6	-1	3
CCOc1ccccc1/C=N/NC(=O)CNC(=O)COc1ccccc1	1	0.5	.	0	.	5	.	15
C[C@@H]1CN([C@H](C)CO)C(=O)c2cc(NC(=O)CCN3CCOCC3)ccc2O[C@H]1CN(C)S(=O)(=O)c1ccc(Cl)cc1	.	-0.3	3	-3[16.7 µM]	6	9	0	32
O=C(CSc1c2c(nc3ccc(Cl)cc13)CCCC2)N1CCN(C(=O)c2ccco2)CC1	14	1.4	.	-1	21	.	.	-13
O=C(CCCCCN1C(=O)c2cccc([N+](=O)[O-])c2C1=O)NCCc1ccccc1	-3	-1.2	0	-4	3	-1	-1	7
COc1cc(/C=C/C(=O)OCc2csc(CC(=O)Nc3ccc(C)cc3)n2)ccc1OCC#N	-8	0.4	0	-1	5	4	1	22
O=C(NCc1cccs1)c1ccc2sc(COCCO)nc2c1	5	1.5	0	-1	-3	6	1	-1
COc1ccc2nc(N(Cc3ccccc3)C(=O)CCNC(C)=O)sc2c1	.	0.1	-1	-6	.	.	-2	5
C[C@H]1CN([C@@H](C)CO)C(=O)c2cc(C#CCN(C)C)cnc2O[C@@H]1CN(C)Cc1ccc(-c2ccccc2)cc1	.	-6.0	1	1[16.7 µM]	-3	-40	26	5
CCCNC(=O)[C@H]1[C@H](CO)[C@H]2Cn3c(ccc(/C=C/c4ccccc4)c3=O)[C@H]2N1CCC	.	4.5	2	4[16.7 µM]	-7	.	-1	-7
COc1cc2c(cc1OC)CN(C(=O)c1cc(S(=O)(=O)N3CCCCC3)ccc1Cl)CC2	13	-0.9	-7	.	9	.	4	7

Looked up by compound from the entries so far, two records:
SMILES	FN deposition inh	CFTR F508del cor	PglD DTNB	miR122 inh	Statin myotox sup	PGC1a acetyl inh	Cneo AK release	GSIS activator
COc1cc2c(cc1OC)CN(C(=O)c1cc(S(=O)(=O)N3CCCCC3)ccc1Cl)CC2	13	-0.9	-7	.	9	.	4	7
O=C(NCc1cccs1)c1ccc2sc(COCCO)nc2c1	5	1.5	0	-1	-3	6	1	-1

Following part.
SMILES	FN deposition inh	CFTR F508del cor	PglD DTNB	miR122 inh	Statin myotox sup	PGC1a acetyl inh	Cneo AK release	GSIS activator
CC(C)CC#Cc1cnc2c(c1)C(=O)N([C@H](C)CO)C[C@@H](C)[C@H](CN(C)Cc1ccc3c(c1)OCO3)O2	.	4.4	-1	8[16.7 µM]	-24	-20	-1	-12
COc1ccc(CCNC(=O)COC(=O)/C=C/c2ccc(OCC#N)c(OC)c2)cc1	7	.	4	-6	.	8	0	7
COc1ccc(N2CCN(c3nc4c(c(=O)[nH]c(=O)n4C)n3Cc3cccc(C)c3)CC2)cc1	6	.	-7	-1	.	.	-1	12
CC(C)(C)Nc1nc(Cl)nc(NC(C)(C)C)n1	.	.	-5	-3	.	10	0	22
Cc1ccc2[nH]c(=O)c(CN(Cc3cccs3)Cc3nnnn3Cc3ccccc3)cc2c1	.	2.3	-2	.	18	1	-5	5
O=C(NCCCN1CCCC1=O)c1cc(NS(=O)(=O)c2ccc(F)cc2)cc(NS(=O)(=O)c2ccc(F)cc2)c1	-2	.	-1	15	3	3	0	.
O=C(c1cc2ccccc2cc1O)N1CCN(c2ccccc2O)CC1	.	-7.9	1	.	11	.	6	-19
CC(C)CC(=O)NC(=S)Nc1cccc(NC(=O)c2ccccc2)c1	-9	-3.3	-3	6	.	11	0	-3
CCO[C@@H]1OC(C(=O)NCc2nc3ccccc3[nH]2)=C[C@H](C)[C@H]1CCCO	4	-4.0	-1	2	-2	.	-9	4
Cc1cc(N/N=C/c2c[nH]c3ccccc23)c2ccccc2n1	-11	-2.2	0	8	11	7	-1	21
CN(C)CCCNC(=O)C[C@H]1C=C[C@H](NC(=O)c2ccccc2F)[C@@H](CO)O1	-5	0.0	3	.	-5	0	23	18
CC1(C(=O)N2CC3(CC(c4cccc([N+](=O)[O-])c4)=NO3)C[C@H]2C(=O)NCC(N)=O)CC1 (stereo partly specified)	3	1.3	0	2	6	7	3	-2
COc1cc(C2CC(=O)c3c([nH]c(C(=O)OCCOC(C)C)c3C)C2)cc(OC)c1OC (stereo unspecified)	3	2.8	-5	.	-26	.	0	-32
c1ccc(COc2ccc(-c3cc4nc(NCCN5CCOCC5)ccn4n3)cc2)cc1	2	.	-11	7	13	.	6	.
CN(C)c1cccc(CNC(=O)c2csc([C@@H]3O[C@H](CO)[C@H](O)[C@H](O)[C@H]3O)n2)c1	-7	-2.2	-1	-4	3	5	0	4
CCC(C)(C)n1c(=O)[nH]c2c(c1=O)CCC2	-1	.	-2	0	-3	3	-4	.
OC(COC(c1ccc(Cl)cc1)c1ccc(Cl)cc1)CN1CCN(c2ccccn2)CC1 (stereo unspecified)	10	-0.6	.	-9	.	-17	3	-11
COc1ccc(S(=O)(=O)N(C)C[C@H]2Oc3ccc(NC(=O)CCN4CCOCC4)cc3CC(=O)N([C@H](C)CO)C[C@H]2C)cc1	5	0.5	-4	3[16.7 µM]	10	2	0	3
CCCc1c(O)nc(SCCN(CCC)CCC)[nH]c1=O	-9	.	-2	6	.	.	-3	.
COc1cccc(N2CCN(S(=O)(=O)c3ccc4c(c3)N(C(C)=O)CCO4)CC2)c1	4	-0.9	0	-9	-7	-14	-1	-12
Cc1noc(C)c1S(=O)(=O)Nc1ccc2c(c1)C(=O)N([C@@H](C)CO)C[C@@H](C)[C@@H](CN(C)S(=O)(=O)c1ccc(Cl)cc1)O2	.	-1.2	-1	13[16.7 µM]	.	1	-1	-21
Cc1cc(C(C)(C)C)nc2[nH]n(-c3ccccc3)c(=O)c12	-4	.	-3	-2	7	-6	0	.
COc1ccc(C(C(=O)NCC2CCCO2)N(Cc2ccco2)C(=O)c2snc(C(N)=O)c2N)cc1OC (stereo unspecified)	1	2.3	-1	.	-7	.	-4	4
CC(C)C(NC(=O)c1ccco1)C(=O)NCC(c1ccco1)N1CCCCC1 (stereo unspecified)	.	.	1	27	3	-12	3	.

An excerpt from above in order of length of the SMILES, low to high.
SMILES	FN deposition inh	CFTR F508del cor	PglD DTNB	miR122 inh	Statin myotox sup	PGC1a acetyl inh	Cneo AK release	GSIS activator
CCCc1c(O)nc(SCCN(CCC)CCC)[nH]c1=O	-9	.	-2	6	.	.	-3	.
CC(C)C(NC(=O)c1ccco1)C(=O)NCC(c1ccco1)N1CCCCC1 (stereo unspecified)	.	.	1	27	3	-12	3	.
c1ccc(COc2ccc(-c3cc4nc(NCCN5CCOCC5)ccn4n3)cc2)cc1	2	.	-11	7	13	.	6	.
COc1cccc(N2CCN(S(=O)(=O)c3ccc4c(c3)N(C(C)=O)CCO4)CC2)c1	4	-0.9	0	-9	-7	-14	-1	-12
COc1cc(C2CC(=O)c3c([nH]c(C(=O)OCCOC(C)C)c3C)C2)cc(OC)c1OC (stereo unspecified)	3	2.8	-5	.	-26	.	0	-32
COc1ccc(C(C(=O)NCC2CCCO2)N(Cc2ccco2)C(=O)c2snc(C(N)=O)c2N)cc1OC (stereo unspecified)	1	2.3	-1	.	-7	.	-4	4
COc1ccc(S(=O)(=O)N(C)C[C@H]2Oc3ccc(NC(=O)CCN4CCOCC4)cc3CC(=O)N([C@H](C)CO)C[C@H]2C)cc1	5	0.5	-4	3[16.7 µM]	10	2	0	3

Going on with the list.
SMILES	FN deposition inh	CFTR F508del cor	PglD DTNB	miR122 inh	Statin myotox sup	PGC1a acetyl inh	Cneo AK release	GSIS activator
O=C1CN(C(=O)CSc2nc3ccccc3c(=O)n2Cc2ccc(F)cc2)c2ccccc2N1	4	0.0	-6	-1	-3	8	2	-1
O=C(C[C@@H]1CC[C@H]2[C@@H](COC[C@H](O)CN2Cc2cc(F)ccc2F)O1)NCc1ccc(Oc2ccccc2)cc1	4	-1.1	4	0[16.7 µM]	-1	-9	-2	-23
CCN(CC)CCNC(=O)NC(=O)c1ccc(Cl)cc1	-4	-1.3	4	-7	-11	.	7	7
Cc1ccc(S(=O)(=O)NCC(=O)N(CC2CCCO2)C(C(=O)NC2CCCCC2)C(C)C)cc1 (stereo unspecified)	-14	-0.1	1	-5	-2	-4	1	-4
O=C(NNC(=O)c1ccccc1Br)c1ccncc1	-2	1.4	1	3	-1	-3	0	.
O=C(NCc1ccco1)c1nc(-c2ccccc2)n(-c2ccccc2)n1	-7	.	-1	4	3	-12	2	.
COC(=O)CNC(=O)CNC(=O)c1nn(-c2ccc(OC)c(OC)c2)c(=O)c2ccccc12	2	1.5	8	1	-2	-1	2	-2
CCCc1cc(=O)oc2cc(OCC(=O)N3CCc4ccccc43)ccc12	.	.	4	.	-11	.	-1	8
CSc1nc2ncc3c(n2n1)CC(C)(C)CC3=O	-3	0.5	.	-3	.	1	.	11
Cc1cc([N+](=O)[O-])nn1CC(=O)NCCc1c[nH]c2ccccc12	-3	0.0	.	0	-6	6	.	-6
CC(=O)/C(=N/Nc1cccc(C)c1)N1CCOCC1	.	.	0	4	.	.	16	19
CCCCCCn1c(CN2CCN(C)CC2)nc2c1c(=O)n(C)c(=O)n2C	1	1.4	2	.	-9	.	-1	-10
C[C@@H]1CN([C@@H](C)CO)C(=O)c2cc(NC(=O)Nc3ccccc3)ccc2O[C@@H]1CN(C)Cc1ccc(C(=O)O)cc1	.	0.0	-1	-10[16.7 µM]	-24	0	-2	33
CN(C)C(CNC(=O)c1cccs1)c1cccnc1 (stereo unspecified)	0	-3.5	3	.	-3	.	0	6
C[C@@H]1CCCCO[C@H](CN(C)S(=O)(=O)c2cccs2)[C@H](C)CN([C@@H](C)CO)C(=O)c2cc(NS(=O)(=O)c3cn(C)cn3)ccc2O1	2	-1.3	17	12[16.7 µM]	.	-21	-1	11
Cc1ccc(NC(=S)NNC(=S)NC2CCCCC2)cc1	3	-0.7	.	.	.	-7	.	-8
CO[C@H]1CN(C)C(=O)c2ccc(NS(=O)(=O)c3cccc(Cl)c3)cc2OC[C@@H](C)NC[C@H]1C	-7	-0.3	1	.	2	-9	1	11
O=S(=O)(NCCCCNS(=O)(=O)c1ccc(F)cc1)c1ccc(F)cc1	-8	-2.7	4	25	7	-20	0	-11
Cc1ccc(CCNS(=O)(=O)c2ccc3c(c2)NC(=O)CCS3)cc1	10	-1.6	-6	4	13	-2	-2	-6
CCCc1cc(=O)[nH]c(SCc2ccccc2)n1	1	.	0	0	3	-2	-5	.

From PubChem BioAssay
